Assay outcomes (PubChem BioAssay)
ARNT-TACC3 inh – disruptors of ARNT/TACC3 protein interaction, primary screen, biochemical, AlphaScreen, single concentration; Transforming acidic coiled-coil-containing protein 3 (Homo sapiens), Q9Y6A5; AlphaScreen His-ARNT PAS-B/GST-TACC3 binding, luminescence; TACC3 fragment carries E629A point mutation; inhibition, % at 9.99 µM; actives 0.66% (n = 390,000); AID 623870, 2012;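 active = mean inhibition of replicates at least 50% and at least half of replicates each reaching 50%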;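 also: 0% = complete ARNT plus TACC3 wells and 100% = ARNT alone without TACC3; many hits fall short of the cut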
Xi reactivation – activators of inactive X chromosome reactivation, primary screen, imaging, XiGFP fibroblasts, GFP high-content imaging, set 2 | XiGFP mouse fibroblasts, % GFP-positive cells imaging, 3 d; cells co-treated with 5-aza-dC sensitizer; scaled so ellipticine positive control = 100% | activation, % at 7.58 µM | actives 0.055% (n = 360,000) | AID 743238, 2013;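 active = mean normalized replicate activation at least 10% and every replicate at or above 10%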;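 also: 0% = median of on-plate neutral control wells and 100% = ellipticine 6 µM median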
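assay system = SV40-immortalized XiGFP fibroblast cells, line 68-5-11 | buffer or medium = DMEM plus 5-aza-dC sensitizer | doses = single-point pinned compound dosing | times = 3-day compound exposure, then 15 min fixation at room temperature | benchmarks = positive control ellipticine, 6 µM final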
RAD54 inh – inhibitors of human RAD54 branch migration, primary screen, biochemical, fluorescence, single point | AID 602329, 2012 | RAD54 Holliday junction branch migration, FAM/BHQ fluorescence | inhibition, % at 10.4 µM | actives 0.14% (n = 360,000);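 active = mean normalized replicate activity at least 40 and at least half of replicates scoring 40 or more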;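 also: 0% = median of neutral control wells and 100% = median of positive control wells; inhibitors cause a drop in the FAM fluorescence signal; in these data hits start at about 50%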
ERAP1 HTS inh – human ERAP1 aminopeptidase inhibitors, primary screen, biochemical, single point, plate reader | Endoplasmic reticulum aminopeptidase 1 (Homo sapiens), Q9NZ08 | recombinant ERAP1, Leu-AMC fluorescence, 60 min | inhibition, % at 10.7 µM | actives 0.15% (n = 340,000);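 active = mean replicate inhibition of at least 30%, or all replicates individually reaching that 30% level; inactive = mean below 30% and not every replicate reaching it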;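 also: 0% = neutral control wells and 100% = L-leucinethiol positive control wells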
Target sequence (Q9NZ08 whole entry, looked up): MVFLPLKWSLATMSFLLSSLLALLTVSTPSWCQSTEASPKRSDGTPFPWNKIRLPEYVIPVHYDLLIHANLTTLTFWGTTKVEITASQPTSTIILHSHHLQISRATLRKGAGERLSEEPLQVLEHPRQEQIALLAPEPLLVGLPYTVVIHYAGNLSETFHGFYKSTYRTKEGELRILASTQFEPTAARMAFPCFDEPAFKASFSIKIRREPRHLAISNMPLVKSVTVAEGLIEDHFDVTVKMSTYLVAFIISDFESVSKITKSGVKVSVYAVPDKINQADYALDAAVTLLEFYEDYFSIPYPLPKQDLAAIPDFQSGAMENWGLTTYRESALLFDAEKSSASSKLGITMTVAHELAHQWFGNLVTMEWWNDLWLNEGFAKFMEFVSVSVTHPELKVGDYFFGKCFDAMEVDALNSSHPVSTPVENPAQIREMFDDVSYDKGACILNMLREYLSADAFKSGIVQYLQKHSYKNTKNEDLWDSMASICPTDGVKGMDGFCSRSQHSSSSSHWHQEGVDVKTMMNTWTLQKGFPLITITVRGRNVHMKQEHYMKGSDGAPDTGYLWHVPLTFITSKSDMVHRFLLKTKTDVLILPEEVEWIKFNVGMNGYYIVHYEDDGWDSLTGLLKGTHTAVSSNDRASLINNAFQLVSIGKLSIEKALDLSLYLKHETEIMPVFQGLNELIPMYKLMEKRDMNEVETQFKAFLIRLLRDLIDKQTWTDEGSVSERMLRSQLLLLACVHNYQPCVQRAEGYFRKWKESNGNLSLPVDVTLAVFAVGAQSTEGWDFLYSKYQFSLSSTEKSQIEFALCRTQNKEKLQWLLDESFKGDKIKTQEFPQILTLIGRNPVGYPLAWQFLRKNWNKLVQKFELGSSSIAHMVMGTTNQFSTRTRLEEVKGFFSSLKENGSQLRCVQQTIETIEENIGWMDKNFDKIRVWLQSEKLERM
GSIS activator – GLuc luminescence reporter in INS-1E cells, primary screen for activators of glucose-dependent secretion of insulin | AID 743287, 2014 | actives 0.61% (n = 370,000) | INS-1E GLuc reporter insulin secretion, 2-3 h | activation, % at 16.6 µM;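 active = lowest replicate activation of at least 40%, so every replicate reaches that level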;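 also: 0% = median of neutral control wells and 100% = median of IBMX positive control wells; some compounds called inactive have numbers as strong as hits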
RAD52 inh – RAD52 DNA annealing inhibitors, primary screen, biochemical, FRET, single point, set 2. DNA repair protein RAD52 homolog (Homo sapiens), P43351. recombinant RAD52 DNA annealing, FRET fluorescence. inhibition, % at 18.7 µM. actives 0.46% (n = 360,000);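 active = every replicate showing at least 50% inhibition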
esBAF inh – Bmi1 luciferase reporter increase in mESCs, primary screen, esBAF inhibitor project, mouse ES cells, Bmi1 luciferase knock-in, single point | reporter increase, % at 12.5 µM | 24 h; 100% = twice the neutral-well signal | actives 2% (n = 350,000); in the data active = activation above about 40%;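 also: 0% = median of the plate's neutral control wells and 100% = double that signal; a rise in the Bmi1 reporter signal indicates esBAF inhibition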
F508del corr – F508del CFTR correction, initial screen, CFBE line, single point; CFBE cells, YFP halide quenching; stimulated with forskolin plus potentiator P3; % fluorescence drop versus neutral controls; activity (quench increase), % at 7.58 µM; actives 0.36% (n = 350,000);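 active = mean added fluorescence quench of at least 8% versus neutral control, with both replicates also reaching 8%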;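 also: cells transiently co-express mutant CFTR-F508del with the halide-sensitive YFP; corrector assay measuring rescue of mutant channel to the surface after 24 h compound exposure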
Numbers without * were called inactive; / = no result given.

Order of values – ARNT-TACC3 inh, Xi reactivation, RAD54 inh, ERAP1 HTS inh, GSIS activator, RAD52 inh, esBAF inh, F508del corr
- CC(C)NC(=O)N(C)C[C@@H]1OCCCC[C@H](C)Oc2ccc(NS(C)(=O)=O)cc2C(=O)N([C@@H](C)CO)C[C@H]1C
  -1, -0.2, -6, -5, 15, 4, -4, -1.2
- O=C(NC1CCSc2ccccc21)c1ccccc1F (stereo unspecified)
  -4, 0.2, 1, 7, 7, -23, 4, -3.5
- COc1ccc(-n2c(COc3ccc(C)cc3)nnc2SCc2ccc(C#N)cc2)cc1
  0, /, -9, /, -30, /, 1, /
- Cc1cc(-c2n[nH]c(=S)n2/N=C/c2ccco2)n[nH]1
  10, 0.1, /, 7, 5, -24, /, -1.6
- CCOC(=O)Cc1nnc(NC(=O)CSc2ncc(-c3ccccc3)nn2)s1
  2, 0.1, 2, -2, -12, 6, -4, -1.0
- Cc1ccccc1NC(=O)Cc1nc(COC(=O)CCNS(=O)(=O)c2ccccc2)cs1
  -3, 0.0, -15, -8, -14, -29, -3, 4.0
- CC(C)(C)OC(=O)N1Cc2ccccc2C[C@H]1C(=O)NC1CCCC1
  21, 0.1, 7, 3, -9, -11, -8, /
- Cc1cccc(S(=O)(=O)N2CC[C@@H]3[C@H](CO)Nc4ccc(C#Cc5cccc(F)c5)cc4[C@@H]32)c1
  9, 0.3, 11, -1, -16, -3, 3, -0.8
- S=c1[nH]nc(CCSCc2ccccc2)n1-c1ccccc1
  -2, 0.4, /, 3, 8, -5, -6, -1.9
- Cc1cccc(NC(=O)CN2C(=O)C(C)Oc3ccccc32)n1 (stereo unspecified)
  -3, 0.0, /, /, 5, -9, 0, 0.2
- C[C@@H]1CN([C@@H](C)CO)C(=O)c2cc(NC(=O)c3ccncc3)ccc2O[C@@H](C)CCCCO[C@H]1CN(C)C(=O)Cc1ccccc1
  -8, 1.0, 4, 1, -7, 4, 4, 2.1
- CCOC(=O)c1c(NC(=O)CCC(=O)O)sc2c1CC(C)(C)OC2
  /, 0.1, 4, 6, 10, -16, -7, 0.1
- COc1ccc(S(=O)(=O)N(C)C[C@H]2Oc3c(NS(=O)(=O)c4ccc(Cl)cc4)cccc3C(=O)N([C@H](C)CO)C[C@H]2C)cc1
  6, 0.0, 16, /, -18, /, -7, -1.1
- CCOC(=O)c1cc2c(=O)[nH]ccc2nc1C(F)(F)F
  2, 0.1, /, 14, 26, -13, 11, 2.6
- CCC(C)NC(=S)Nc1ccc2nc(N3CCN(CC)CC3)cc(C)c2c1 (stereo unspecified)
  8, 0.2, /, /, -1, 44, -1, 1.1
- COc1ccc(C(CNC(=O)C(=O)Nc2ccc3c(c2)OCO3)N2CCN(C)CC2)cc1 (stereo unspecified)
  -3, -0.1, 7, -2, -1, -6, 3, 0.1
- C[C@@H](O)C#Cc1ccc([C@@H]2[C@H](CO)N3CCCCN(CC4CCOCC4)C[C@@H]23)cc1
  -13, 0.0, 3, 0, 30, -1, /, 1.8
- O=C(CN1CCC(C(=O)c2cccc(F)c2)CC1)NCc1cccs1
  -1, 0.1, /, 2, -7, -15, /, -3.1
- CCCCCn1cc(CCC(=O)Nc2ccc(Oc3cccnc3)cc2)c2ccccc21
  /, 0.1, /, -2, /, -72, /, 0.1
- O=C(/C=C/c1cccs1)c1ccc(N2CCOCC2)cc1
  2, 0.0, -2, -3, -6, -23, 52*, -4.5
- Cn1cc(CN2CCC(Oc3ccc(C(=O)N4CCCCC4)cc3)CC2)cn1
  /, 0.3, -1, -5, -11, -14, -6, 2.1
- Cc1ccc(S(C)(=O)=O)cc1C(=O)Nc1cccc(S(=O)(=O)N2CCCCCC2)c1
  13, -0.4, 1, 0, -18, 0, 0, 2.4
- CCC1=Nc2cc(C(=O)NCCN3CCCC3)ccc2Sc2ccc(C)cc21
  13, 0.1, 2, 2, 6, 15, 0, 0.1
- Cc1ccc(NC(=O)CN2c3cccc4cccc(c34)S2(=O)=O)cc1
  /, -0.1, -7, -2, -10, -22, -5, -0.7
- C[C@H]1CCCCO[C@H](CN(C)Cc2ccc3c(c2)OCO3)[C@@H](C)CN([C@@H](C)CO)C(=O)c2cc(NC(=O)c3ccccc3)ccc2O1
  -7, -1.1, -1, 0, -20, 6, -1, 2.7
- CCn1ccnc1CN(C)C(=O)c1cc(COc2ccccc2SC)on1
  7, 0.0, 9, -1, /, -10, 59*, 1.3
- COc1ccc(C2/C=C\CN(C(=O)C3CC3)CC(=O)N2Cc2ccc(F)cc2)cc1 (stereo unspecified)
  -8, 0.0, 3, -2, -12, -9, 3, 1.2
- CC(=O)Nc1ccc(NC(=O)C2CCCN2S(=O)(=O)c2cccc3nsnc23)cc1 (stereo unspecified)
  -9, 0.5, /, -1, -3, -10, /, 1.4
- COc1cc2c(cc1NC(=O)/C=C/c1cc(OC)c(OC)c(OC)c1)oc1ccccc12
  13, 0.3, 0, 0, /, -7, 7, /
- Cc1cccnc1NC(=O)CCCN1C(=O)c2ccccc2C1=O
  -18, /, 5, -2, 2, -2, -6, -3.2
- CN1CCN(C(=O)c2ccccc2NC(=O)c2ccccc2)CC1
  -4, -0.1, -1, -2, 10, -8, -6, -2.4
- c1cncc(-c2ccc3[nH]ccc3c2)c1
  7, -0.3, 2, 0, 11, -19, 12, 0.1
- C[C@H]1CN([C@@H](C)CO)C(=O)c2cc(NS(=O)(=O)c3ccc(F)cc3)ccc2O[C@H]1CN(C)Cc1ccc2c(c1)OCO2
  3, 0.1, -2, 1, -21, 11, -7, 4.6
- CCc1nnc2c(N(C)S(=O)(=O)c3ccc(C)cc3)nc3ccccc3n12
  -3, 0.1, /, -1, 4, -3, /, 2.2
- O=C1CCNc2c(Cl)cccc21
  -2, 0.0, 6, /, /, -10, /, 2.7
- O=C(Nc1nnc([C@@H]2O[C@H](CO)[C@@H](O)[C@H]2O)s1)Nc1ccccc1C(F)(F)F
  /, -0.1, -4, -10, /, -1, -7, 0.5
- COc1cccc(NC(=O)CN(C)C(=O)c2cc(-c3ccccc3)nn2-c2ccccc2)c1
  1, 0.2, 0, -2, -24, -11, 3, -2.3
- O=C1NC[C@@H](Cc2ccc(O)cc2)N(CCc2cccc3ccccc23)C1=O
  -3, 0.0, 4, /, 11, 20, 3, -0.5
- COc1ccc(/C=C/C(=O)OCC(=O)NCCC2=CCCCC2)cc1
  -3, 0.1, /, 0, 7, -11, /, 0.1
- O=C(O)CCCn1cc(NC(=O)COc2ccc([N+](=O)[O-])cc2)cn1
  -3, 0.0, /, 9, 14, 3, /, /
- COCC(=O)N1CC(=O)N2[C@H](C1)[C@@H](c1ccc(C#Cc3cccc(OC)c3)cc1)[C@@H]2CO
  /, 0.0, /, 1, -15, -5, /, -0.7
- O=c1[nH]c(/C=C/c2ccc(Cl)cc2Cl)c([N+](=O)[O-])c(=O)[nH]1
  -5, 0.1, -3, 2, /, -10, -1, -1.4
- COc1ccccc1CNS(=O)(=O)c1c(C(=O)N2CCCC2)c(C)n(C)c1C
  -3, 0.1, 9, 2, 0, -4, -7, -1.7
- COc1cc(OC)cc(C(=O)NCc2nc(-c3ccccc3)no2)c1
  -26, /, 3, -2, -23, -16, 2, 1.9
- N/C(=N\S(=O)(=O)c1cc(C(F)(F)F)cc(C(F)(F)F)c1)c1ccc(Cl)cc1
  -28, -0.1, /, -2, /, 1, -9, 3.2
- Cc1cccc(OCCNS(=O)(=O)c2ccc(Cl)cc2)c1
  -2, 0.3, 1, 4, 13, 6, -3, -3.4
- O=C(Nc1cccnc1)c1cc(F)cc(F)c1
  -4, /, 2, /, 3, /, -4, /
- COc1cc(O)c(C(CCN2CCOCC2)c2cc(OC)c(OC)c(OC)c2)c(OC)c1 (stereo unspecified)
  6, -0.1, 0, -7, -3, -7, 2, -5.9
- CN(C)S(=O)(=O)c1ccc(N)c([N+](=O)[O-])c1
  6, 0.0, -4, 2, -3, -10, -3, -1.4
- C/C=C/C(=O)OCC(=O)Nc1cc(OC)c([N+](=O)[O-])cc1C
  3, 0.0, /, 0, -9, -28, /, 3.5
- CC(C)NC(=O)Nc1ccc2c(c1)C(=O)N([C@@H](C)CO)C[C@H](C)[C@H](CN(C)Cc1ccc(-c3ccccc3)cc1)O2
  20, 0.2, 0, -1, 2, -7, -1, -0.5
- COc1cccc2c1Oc1ncccc1N(C(=O)CCC(=O)NCc1ccc(F)cc1)C2
  -3, 0.0, 0, 0, 3, -18, -2, 0.1
- O=C(Cn1cc(COc2c(F)c(F)cc(F)c2F)nn1)c1ccc(O)cc1
  -2, 0.1, -8, /, -39, -19, -2, -0.2
- CCn1cc(C(=O)N2CCOCC2)c(=O)c2cc(S(=O)(=O)N(C)C)ccc21
  -5, 0.1, -12, -1, 12, -8, -4, 0.6
- C/C(=N\NC(=O)c1ccc(Cn2cc([N+](=O)[O-])cn2)o1)c1cccc(NC(=O)C(C)C)c1
  1, 0.0, /, 0, 20, -6, /, /
- C[C@@H]1CN([C@H](C)CO)C(=O)c2cc(NS(=O)(=O)c3cccs3)ccc2O[C@H]1CN(C)C
  -10, 0.0, -2, -1, 13, 0, 6, 0.8
- O=C(NC(CSSCC(NC(=O)c1ccccc1)C(=O)O)C(=O)O)c1ccccc1 (stereo unspecified)
  -10, /, -9, 4, 0, -15, 1, -0.7
- Cc1ccc(NC(=O)CCNC(=O)c2ccc([N+](=O)[O-])cc2)cc1S(=O)(=O)N1CCOCC1
  /, 0.0, -6, 0, /, 4, -4, 1.2
- O=C(COC(=O)c1ccc(Cl)c(S(=O)(=O)N2CCCCC2)c1)NCC1CCCO1 (stereo unspecified)
  27, 0.0, /, 2, -12, -2, /, 0.9
- COc1ccc(NC(=O)CN(C)C(=O)CNC(=O)c2ccc3ccccc3c2)cc1
  2, 0.2, -5, 5, -9, -9, 27, 0.8

(listing goes on)
Order of values – ARNT-TACC3 inh, Xi reactivation, RAD54 inh, ERAP1 HTS inh, GSIS activator, RAD52 inh, esBAF inh, F508del corr
- COc1ccccc1OCC(=O)NNC(=O)Nc1ccc(Cl)cc1
  4, 0.0, /, -3, -38, -19, -3, 2.7
- N=C(N)SCC1=CCS(=O)(=O)C1
  -1, 0.5, -7, -1, 6, 12, /, 0.3
- OCCN1CCN(CC(O)C(F)(F)F)CC1 (stereo unspecified)
  /, 1.4, /, -2, 4, -5, /, -2.1
- COc1ccc(OC)c(NC(=O)COC(=O)/C=C/c2ccco2)c1
  -2, 0.2, 13, 0, -35, -11, -9, -1.4
- CCN(CC)Cc1c(C(=O)N/N=C/c2cccc(OCc3ccc(F)cc3)c2)nnn1-c1nonc1N
  -3, 0.0, -4, 4, 6, -15, 2, -1.5
- COc1cc(CC(NC(C)=O)C(=O)NC2CCN(S(=O)(=O)c3ccc(NC(C)=O)cc3)CC2)cc(OC)c1 (stereo unspecified)
  /, 0.0, 13, 0, 15, -9, -9, -1.7
- CCC1(c2ccccc2)NC(=O)N(CC(=O)Nc2cc(Cl)ccc2N2CCOCC2)C1=O (stereo unspecified)
  5, 0.2, /, 3, -15, -6, /, -0.9
- COc1ccccc1NC(=O)CSc1nc2ccccc2cc1Cc1ccccc1
  -7, /, 6, -1, 7, -20, -4, -0.4
- CC(NC(=O)c1cccc(S(=O)(=O)N2CCc3ccccc3C2)c1)c1ccco1 (stereo unspecified)
  -10, -1.1, -3, 0, /, -8, 13, -2.8
